Assay outcomes deposited in PubChem by several laboratories.
CHT block: inhibitors of human choline transporter CHT; B-score at 10 µM; CHT-expressing cells, membrane potential dye, choline response; stronger effect = lower value; actives 0.86% (n = 310,000); Q9GZV3; AID 488975;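 active means B-score over 3 SD under the library average, and starting fluorescence ratio not unusually high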;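 further: choline stimulus applied at its EC90 after an EC20 pre-addition; B-score computed on integrated fluorescence ratio after choline addition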
Target sequence (Q9GZV3 whole entry, looked up): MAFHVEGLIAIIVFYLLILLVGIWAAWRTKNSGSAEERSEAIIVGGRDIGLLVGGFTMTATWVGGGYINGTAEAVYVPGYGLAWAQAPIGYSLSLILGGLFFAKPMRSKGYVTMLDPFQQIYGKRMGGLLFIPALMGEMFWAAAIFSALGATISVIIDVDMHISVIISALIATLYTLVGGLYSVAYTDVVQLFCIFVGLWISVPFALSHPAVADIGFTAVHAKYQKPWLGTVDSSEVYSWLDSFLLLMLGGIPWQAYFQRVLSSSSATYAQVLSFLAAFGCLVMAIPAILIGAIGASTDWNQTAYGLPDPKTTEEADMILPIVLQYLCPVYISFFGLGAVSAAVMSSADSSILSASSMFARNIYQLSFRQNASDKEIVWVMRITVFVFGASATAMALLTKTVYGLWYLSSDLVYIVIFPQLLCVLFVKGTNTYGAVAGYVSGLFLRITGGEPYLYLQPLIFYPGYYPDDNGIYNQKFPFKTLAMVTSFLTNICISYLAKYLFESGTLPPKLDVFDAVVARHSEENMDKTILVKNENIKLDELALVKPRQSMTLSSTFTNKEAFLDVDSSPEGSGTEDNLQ
CHT allo act: allosteric activators of human choline transporter CHT; Q9GZV3; CHT-expressing cells, membrane potential dye, choline EC20; stronger effect = higher value; LV-AA mutant CHT in HEK293 cells; B-score at 10 µM; actives 0.49% (n = 310,000); AID 488977;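 active means initial fluorescence not abnormally high and integrated response B-score, plate-corrected, over 3 SD above library mean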
STK33 kinase inh: inhibitors of human STK33 kinase; actives 0.073% (n = 320,000); inhibition, % at 10 µM; purified STK33, MBP phosphorylation, ADP-Glo luminescence; Q9BYT3;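 active means inhibition at or above 25%, using the most active replicate where run in duplicate; inactive means inhibition below 25%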
Target sequence (Q9BYT3 whole entry, looked up): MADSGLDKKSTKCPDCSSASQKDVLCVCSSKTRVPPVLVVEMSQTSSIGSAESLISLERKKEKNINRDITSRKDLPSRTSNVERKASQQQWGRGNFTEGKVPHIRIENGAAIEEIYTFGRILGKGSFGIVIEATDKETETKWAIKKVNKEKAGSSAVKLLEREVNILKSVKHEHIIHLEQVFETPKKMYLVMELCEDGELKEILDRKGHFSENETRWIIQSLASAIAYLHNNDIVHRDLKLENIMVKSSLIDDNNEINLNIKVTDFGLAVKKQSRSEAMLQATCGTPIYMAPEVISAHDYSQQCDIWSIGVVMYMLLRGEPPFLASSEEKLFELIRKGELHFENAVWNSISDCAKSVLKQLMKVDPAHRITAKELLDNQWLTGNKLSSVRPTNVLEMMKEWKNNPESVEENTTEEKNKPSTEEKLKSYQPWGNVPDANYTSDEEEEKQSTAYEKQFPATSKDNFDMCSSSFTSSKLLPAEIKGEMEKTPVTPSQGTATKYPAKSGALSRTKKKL
The depositor's hits bear a star; i = inactive; / = not tested or not shown.

Under each structure – STK33 kinase inh | CHT block | CHT allo act
- NS(=O)(=O)c1ccc(CCNC(=O)C2CCN(S(=O)(=O)c3cccc4cccnc34)CC2)cc1
  0.1 | i | i
- COC(=O)CC1SCCNC1=O (stereo not given)
  -0.9 | i | i
- Cc1cccc(C(=O)OC2CCN(C)CC2)c1
  -1.6 | i | i
- Cc1c2cnn(CC(=O)NCc3ccccn3)c(=O)c2c(C)n1Cc1ccccc1
  0.5 | i | i
- Cc1cc(C)cc(OCC(=O)OCC(=O)NCc2cccs2)c1
  4.5 | i | i
- CN(CC(=O)Nc1ccccc1Cl)C(=O)C1CCN(C(=O)c2ccc(Cl)cc2)CC1
  -0.7 | i | i
- CN(CCNC(=O)C1CCC(=O)N(Cc2cccc(F)c2)C1)CCc1ccccc1 (stereo not given)
  1.8 | i | i
- CCCn1c(SCC(N)=O)nnc1C(C)C
  -0.1 | i | i
- Cc1cc(Nc2cccc(Cl)c2)c2ccccc2n1
  -2.5 | i | i
- CN1CCN(c2ccccc2NC(=O)COc2ccccc2)CC1
  1.9 | i | i
- CC(NC(=O)NC(=O)c1cccc([N+](=O)[O-])c1)C1CC1 (stereo not given)
  -0.8 | i | i
- CC(C)Oc1cccc(C(=O)C2CCCN(C(=O)c3noc4c3CCCC4)C2)c1 (stereo not given)
  -0.6 | i | i
- CC(C)(C)NC(=O)c1ccc(NC(=O)c2ccccc2-c2ccccc2C(=O)O)cc1
  -0.6 | i | i
- C/C(=N\Nc1cc(C)nc(-c2ccccc2O)n1)c1ccccc1
  0.4 | i | i
- COc1ccc(-c2cc(C(=O)N(C)Cc3cccc(OC)c3OC)c3ccccc3n2)cc1OC
  0.3 | i | i
- CC(C)CCc1noc(CN(CC2CCC2)CC2CCCO2)n1 (stereo not given)
  -1.0 | i | i
- COC(=O)COc1c(Cl)cc(C(c2c(C)[nH][nH]c2=O)c2c(C)[nH][nH]c2=O)cc1OC
  0.8 | i | i
- COc1ccc(NC(=O)CSc2ccccc2)cc1S(=O)(=O)N1CCOCC1
  0.1 | i | i
- CC1(C(=O)OCC(=O)Nc2ccccc2)CC1(Cl)Cl (stereo not given)
  / | i | i
- O=C(O)CSc1nc(-c2ccccc2)nc2c1CCCC2
  -1.1 | i | i
- Cc1ccccc1NC(=O)c1c(-c2ccccc2)noc1C
  -1.3 | i | i
- COCCc1nnc(NC(=O)C23CC4CC(CC(C4)C2)C3)s1
  4.2 | i | i
- NC(=O)c1cc2cc(Br)ccc2o/c1=N/NC(=O)c1cccc(F)c1
  0.3 | i | i
- CC(C)(C)OC(=O)CN1C(=O)S/C(=C\c2ccc(-c3cccc(C(=O)O)c3)o2)C1=O
  1.5 | i | i
- COc1ccc(C(C)=O)cc1CN1C(=O)NC2(CCCCC2)C1=O
  -0.1 | i | i
- Cc1nn(-c2ccccc2)c(C)c1/C=C1\C(=O)N(C)C(=S)N1C
  -0.4 | i | i
- Cc1ccccc1NC(=O)c1ccc(CN2CC(=O)N3CCCCC3C2=O)cc1 (stereo not given)
  -3.5 | i | i
- C=CCc1cccc(OC)c1OCCOCCNCCO
  -0.6 | i | i
- Brc1ccc(N=Nc2ccc3ccccc3n2)cc1
  1.6 | i | i
- CCc1ccc(N(CC(=O)Nc2ccc(OC)cc2OC)S(C)(=O)=O)cc1
  -0.6 | i | i

Looked up by structure from above, 5 records:
Under each structure – STK33 kinase inh | CHT block | CHT allo act
- COc1ccc(-c2cc(C(=O)N(C)Cc3cccc(OC)c3OC)c3ccccc3n2)cc1OC
  0.3 | i | i
- CN(CCNC(=O)C1CCC(=O)N(Cc2cccc(F)c2)C1)CCc1ccccc1 (stereo not given)
  1.8 | i | i
- COCCc1nnc(NC(=O)C23CC4CC(CC(C4)C2)C3)s1
  4.2 | i | i
- CCCn1c(SCC(N)=O)nnc1C(C)C
  -0.1 | i | i
- CC(NC(=O)NC(=O)c1cccc([N+](=O)[O-])c1)C1CC1 (stereo not given)
  -0.8 | i | i

(cont.)
Under each structure – STK33 kinase inh | CHT block | CHT allo act
- CCOC(=O)c1ccc(NC(=O)NNC(=O)CCc2ccc(OC)cc2)cc1
  1.7 | i | i
- CC(=O)c1ccc(NC(=O)C2(c3ccccc3)CCOCC2)cc1
  0.2 | i | i
- O=C(Cn1cnc2cc([N+](=O)[O-])ccc2c1=O)NC(c1ccccc1)c1ccccc1
  2.5 | i | i
- Cc1cc(C)cc(-n2ncc3c2CCCC3NC(=O)CCN2Cc3ccccc3C2=O)c1 (stereo not given)
  -2.5 | i | i
- CCCC(=O)C1=C(O)C(C(=O)OC)C(C)(C)CC1=NCCc1ccccc1 (stereo not given)
  0.6 | i | i
- COc1ccc2[nH]c3c(c2c1)CCN1C(=O)N([C@@H](C)C(=O)NCc2ccccc2OC)C(=O)[C@]31C
  0.1 | i | i
- COc1ccc(C(=O)C2CCN(C(=O)c3ccco3)CC2)cc1
  0.0 | i | i
- CC(OC(=O)CNC(=O)c1ccc(Cl)c(Cl)c1)C(=O)N1CCOCC1 (stereo not given)
  -2.4 | i | i
- CC(=O)c1cccc(NC(=O)C2CCN(S(=O)(=O)c3c(C)n[nH]c3C)CC2)c1
  -1.2 | i | i
- COc1ccccc1S(=O)(=O)Cc1ccc(C(=O)NCc2cccnc2)o1
  -0.3 | i | i
- CN(C)c1ccc(/C=C/C(=O)c2ccccc2)cc1[N+](=O)[O-]
  -0.2 | i | i
- O=C(NCCCN1CCOCC1)c1coc2ccccc2c1=O
  -1.5 | i | i
- CCCCCc1nnc(NC(=O)Cc2ccc([N+](=O)[O-])cc2)s1
  -0.1 | i | i
- CC1CCCCN1C(=O)NC1CC(=O)N(c2ccc3c(c2)OCCO3)C1 (stereo not given)
  -0.4 | i | i
- Cc1ccc(N=Cc2sc(O)c3ccccc23)c(C)c1
  -2.2 | i | i
- Cc1ccc(NC(=O)c2cc(S(=O)(=O)N3CCOCC3)cn2C)cc1F
  -0.7 | i | i
- CC(=NCC1CCCO1)C1=C(O)CC(C)(C)CC1=O (stereo not given)
  -0.7 | i | i
- COc1ccc(C(CC(=O)N2CCOCC2)C(C)C)cc1 (stereo not given)
  4.0 | i | i
- COc1ccc(N2C(=O)c3cccc4cc(Br)cc(c34)C2=O)cc1
  5.9 | i | i
- CCCN(CCC)S(=O)(=O)c1ccc(C(=O)N2CCCc3ccccc32)cc1
  -1.2 | i | i
- Cc1ccc(C2C(C(=O)c3cc4ccccc4o3)=C(O)C(=O)N2CCN2CCOCC2)o1 (stereo not given)
  0.2 | i | i
- COc1ccc(NC(=O)c2ccc(Br)c(S(=O)(=O)N3CCOCC3)c2)cc1
  -1.1 | i | i
- C=CCn1c(SCC(=O)N2CCCCC2)nc(O)cc1=O
  -1.8 | i | i
- O=C(Cc1cccs1)NCCc1ccc(F)cc1
  0.5 | i | i
- O=C(Cc1ccccc1F)NNC(=O)c1ccncc1
  -1.6 | i | i
- Cc1nc2cc(NC(=O)NCc3ccco3)ccc2o1
  1.0 | i | i
- CCC(C(=O)OCC(=O)Nc1cccc(OC)c1)c1ccccc1 (stereo not given)
  -1.8 | i | i
- CCc1c(O)nc(SCC(=O)N2CCc3cc(OC)c(OC)cc3[C@@H]2C)[nH]c1=O
  0.4 | i | i
- Cc1nc(-c2ccc(F)cc2)c(CC(=O)Nc2ccc(C)c(S(=O)(=O)N3CCOCC3)c2)s1
  0.1 | i | i
- Cc1nnc(SCC(=O)N/N=C/c2cn(-c3ccccc3)nc2-c2ccc(F)cc2)n1-c1ccccc1
  -0.4 | i | i
- COc1cc(/C=C2/NC(=O)N(Cc3ccccc3F)C2=O)cc(OC)c1OC
  -0.1 | i | i
- O=C(Cc1ccc(S(=O)(=O)N2CCOCC2)s1)N1CCN(c2cccc(C(F)(F)F)c2)CC1
  -1.7 | i | i
- Cc1cccc(NC(=O)c2ccc3c(c2)C(=O)N(c2ccccn2)C3=O)c1C
  0.2 | i | i
- CCc1cc(C(=O)Cc2cnn(-c3ccccc3)c2)c(O)cc1O
  -0.4 | i | i
- CCc1cc2c(=O)nc3n(c2s1)Cc1ccccc1/C3=C(/O)c1ccccc1Cl
  -0.9 | i | i
- Cc1ccc(-c2nc(CS(=O)CC(=O)NC3CCCCC3)c(C)o2)cc1 (stereo not given)
  -3.5 | i | i
- COCCn1c(=S)[nH]c2cc(C(=O)N3CCCC(C)C3)ccc2c1=O (stereo not given)
  -0.7 | i | i
- Cc1cccc(C(=O)Nc2nnc(-c3cccnc3)o2)c1
  -1.8 | i | i
- O=C(CCc1ccc(Oc2cc([N+](=O)[O-])cc([N+](=O)[O-])c2)cc1)N1CCCCC1
  0.1 | i | i
- COc1ccc(C(=O)Nc2cccc(-c3nc4ncccc4o3)c2C)cc1
  -1.7 | i | i
- O=C(CC(NC(=O)c1ccccc1Cl)c1ccccc1)NC1=NCCS1 (stereo not given)
  0.0 | i | i
- CC1(C)C(c2cccs2)=NC(c2ccccc2)N1O (stereo not given)
  -1.9 | i | i
- CC(=O)OC(C(=O)NCc1ccc(F)cc1)c1ccccn1 (stereo not given)
  -0.6 | i | i
- CC1=CC(=O)N(c2ccc(C)cc2)C1c1ccc(Cl)cc1 (stereo not given)
  -1.0 | i | i
- O=C(CCc1ccc(O)c(O)c1)NNC(=S)NCCc1ccccc1
  -0.4 | i | i
- COc1ccc(Cl)cc1NC(=O)CSc1nnc(CNC(=O)c2ccco2)o1
  -0.5 | i | i
- COC(=O)c1ccccc1CCC(C)=O
  -0.6 | i | i
- Cc1cc(NC(=O)Nc2cccc(Cl)c2)n(C(C)(C)C)n1
  0.5 | i | i
- Cc1nc(SCC(=O)Nn2c(-c3ccccc3)nc3ccccc3c2=O)n[nH]1
  -0.9 | i | i
- COc1ccccc1NC(=O)CSC1=NC(=O)C(NC(C)=O)C(=O)N1 (stereo not given)
  -0.6 | i | i
- CCC(C(=O)NC1CCCC1)N(C(=O)Cn1nnc(-c2ccc(OC)c(OC)c2)n1)C1CCCCC1 (stereo not given)
  -1.4 | i | i
- O=C(CCn1ccc2cc(S(=O)(=O)N3CCCC3)ccc21)NCc1ccccc1F
  -1.6 | i | i
- O=C(NC1(C(F)(F)F)NC(=O)N(Cc2ccco2)C1=O)c1cccs1 (stereo not given)
  -1.0 | i | i
- Cc1ccc(NC(=O)c2ccc(NC3=NC4CS(=O)(=O)CC4S3)cc2)cc1 (stereo not given)
  0.0 | i | i
- CCCCNc1nc(=S)n(-c2ccccc2)c(C)c1C(C)=O
  -0.8 | i | i
- COC(=O)c1ccc(OC(=O)C2CSC3(C)CCC(=O)N23)cc1 (stereo not given)
  -0.6 | i | i
- Cc1ccc(NC(=O)Nc2ccc3c(c2)nnn3C)cc1C
  -1.1 | i | i
- CCNC(=O)CC1C(=O)N(C)C(=S)N1NC(=O)c1ccc(Cl)cc1 (stereo not given)
  -2.3 | i | i
- COC(=O)C1=C(C(=O)OC)[C@@H]2Nc3ccccc3[C@@]23C[C@@H](C(=O)OC)N=C3N1
  -0.6 | i | i
- O=C(Cn1c(NCCCO)nc2ccccc21)c1cccs1
  -0.8 | i | i

An excerpt of these results, with tabs.
smiles	STK33 kinase inh	CHT block	CHT allo act
O=C(NC1(C(F)(F)F)NC(=O)N(Cc2ccco2)C1=O)c1cccs1 (stereo not given)	-1.0	i	i
Cc1ccc(NC(=O)c2ccc(NC3=NC4CS(=O)(=O)CC4S3)cc2)cc1 (stereo not given)	0.0	i	i
CCCCNc1nc(=S)n(-c2ccccc2)c(C)c1C(C)=O	-0.8	i	i
COC(=O)c1ccc(OC(=O)C2CSC3(C)CCC(=O)N23)cc1 (stereo not given)	-0.6	i	i
Cc1ccc(NC(=O)Nc2ccc3c(c2)nnn3C)cc1C	-1.1	i	i

Next section.
Under each structure – STK33 kinase inh | CHT block | CHT allo act
- CCNc1nc(NC(C)C)nc(N(C#N)C(C)C(=O)N(C)C)n1 (stereo not given)
  1.0 | i | i
- CCOc1ccc(C(=O)Nc2cccc(C)n2)cc1
  2.7 | i | i
- Cc1ccc(NC(=O)Cc2ccc(F)cc2)cc1
  0.2 | i | i
- Cc1ccc(-c2cc(C(=O)NCCc3ccccn3)c3ccccc3n2)c(C)c1
  -2.9 | i | i
- Cc1c(NC(=O)CSc2nnc(N)s2)c(=O)n(-c2ccccc2)n1C
  0.7 | i | i
- O=C(Nc1ccc(Cl)cc1)OC(CN1CCCCC1)C(F)(F)F (stereo not given)
  -0.6 | i | i
- COCCCN=C1NN=C(c2cc(C)n(Cc3ccccc3Cl)c2C)CS1
  -1.7 | i | i
- CC(O)Cc1cn(CC(=O)N2CCN(C(=O)OC(C)(C)C)CC2)nn1 (stereo not given)
  -0.5 | i | i
- COc1ccc(C(CNC(=O)c2ccc(NS(=O)(=O)c3ccc(F)c(C)c3)cc2)N2CCOCC2)cc1 (stereo not given)
  0.6 | i | i
- O=C(CSCc1ccc(Cl)cc1)N/N=C/c1ccc(Cl)cc1Cl
  -0.2 | i | i
- CC1CCC(NC(=O)C2CCN(S(=O)(=O)c3cccc4nonc34)CC2)CC1 (stereo not given)
  -1.6 | i | i
- CCn1ccnc1CN(C)C(=O)c1cc(COc2ccc(OC)c3ccccc23)on1
  -0.4 | i | i
- CC1Cn2c(nnc2C23CC4CC(CC(C4)C2)C3)S1 (stereo not given)
  0.6 | i | i
- Fc1cccc(CNCC2CCCO2)c1 (stereo not given)
  -1.5 | i | i
- COc1ccc(-c2cc3ccccc3n2CC(O)CNC(CO)(CO)CO)cc1 (stereo not given)
  0.9 | i | i
